Compound activity deposited in PubChem by Broad Institute.
CD40 NFkB inh – inhibitors of CD40-induced NF-kB signaling, primary screen, BL2 cells, luciferase reporter, single point. CD40L-induced, 4 h. inhibition, % at 10 µM. actives 0.94% (n = 83,000). AID 1053188, 2014;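 active = mean inhibition of at least 50% with a set share of replicates also reaching that level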;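 also: 0% = neutral control wells and 100% = IKK inhibitor VII at 50 µM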
Active calls of the source: *; & = joins results of further samples; [ ] = remark or other dose.

SMILES	CD40 NFkB inh
CCNC(=O)COc1ccc2ccccc2c1	-52
O=C(c1cccnc1)N1CC2(C1)[C@H](c1ccccc1)[C@H](CO)N2Cc1ccc(Cl)cc1	4[25 µM]
Cc1ccc(SCC(=O)OCC(=O)N(CC(C)C)c2c(N)n(Cc3ccccc3)c(=O)[nH]c2=O)cc1C	2
CCS(=O)(=O)N1CC2(CCN(Cc3cccc(OC)c3)CC2)c2c([nH]c3cc(OC)ccc23)[C@@H]1CO	4[25 µM]
O=C(CNCc1ccccn1)N1CCc2ccccc2C1	-15
CC(C(=O)NCC1(c2ccccc2)CCCC1)N1CCOCC1 (stereo unspecified)	0
CC1=CC(C)C(CN(CCC[N+](C)(C)C)C(=O)Nc2ccccc2)C(C)C1 (stereo unspecified)	12
CC1(C(=O)OCC(=O)NCc2ccc(Cl)cc2)CC1(Cl)Cl (stereo unspecified)	6
CN(C)CCCNS(=O)(=O)c1cc(Cl)c(Cl)cc1Cl	19
OC(Cc1cccnc1)(c1ccccc1)c1ccccc1	3
COc1cccc(NC(=O)CN(C)CC(=O)NCc2ccc3c(c2)OCO3)c1	-2
CN(C)CCCSc1nc2ccccc2s1	-19
COc1ccccc1OC[C@H](O)CO	5
Cc1ccc(Cc2nnc(SCC(=O)Nc3ccccc3)n(N)c2=O)cc1	1
CO[C@@H]1CN(C)C(=O)c2cc(NC(=O)Nc3ccccc3F)ccc2OC[C@@H](C)N(CCC(F)(F)F)C[C@H]1C	-1[25 µM]
COc1cc(/C=C/C(=O)O)cc(S(=O)(=O)Nc2ccc(S(=O)(=O)N3CCCCC3)cc2)c1OC	2
Cc1nnc(SCCOc2ccccc2)s1	-9
Cc1ccc(NC(=O)C2CCN(C(=O)c3ccc(F)cc3)CC2)nc1	3
O=C(NC1CCCCC1)[C@H]1[C@H](CO)[C@H]2Cn3c(cccc3=O)[C@H]2N1CCc1ccccc1	6
COc1cccc(CC(NC(C)=O)C(=O)NC2CCN(c3ncccc3[N+](=O)[O-])CC2)c1 (stereo unspecified)	-8
C[C@@H]1CN([C@@H](C)CO)C(=O)c2c(c3ccccc3n2C)-c2ccccc2CO[C@H]1CN(C)C(=O)c1ccc(F)cc1	-5
COC(=O)C[C@H]1C[C@H]2c3cc(NC(=O)c4ccc5c(c4)OCO5)ccc3O[C@H]2[C@H](CO)O1	-9[25 µM]
C=CCNC(=O)c1ccc(OC2CCN(S(=O)(=O)N(C)C)CC2)cc1	-45
CNC[C@@H]1Oc2ccc(NC(=O)Cc3cn(C)c4ccccc34)cc2C(=O)N([C@@H](C)CO)C[C@@H]1C	7
O=S(=O)(c1cccc2nsnc12)N1CCN(c2ccc(F)cc2)CC1	7
CCn1nnc2cc(C(=O)OCC(=O)N(C)Cc3cccc(F)c3)ccc21	-2
COc1ccccc1-c1ccccc1[C@@H]1[C@@H](C#N)N(C(=O)C2CCC2)[C@@H]1CO	35[25 µM]
COc1ccc(NS(=O)(=O)c2cc(NC(=O)CC3CCCC3)ccc2N2CCOCC2)cc1	14
COc1ccc(S(=O)(=O)N(CC(=O)NCC2CCCO2)Cc2ccccc2)cc1 (stereo unspecified)	8
CCC1(CC)NC(=O)N(CC(=O)OC(C)C(=O)Nc2ccc(Cl)cn2)C1=O (stereo unspecified)	-3
C[C@@H]1CN([C@H](C)CO)S(=O)(=O)c2ccc(-c3cncnc3)cc2O[C@H]1CN(C)C(=O)NC1CCCC1	-10[25 µM]
Cc1ccc(S(=O)c2ccc(NC(=O)C3CC3)cc2C#N)cc1 (stereo unspecified)	5
CCC(=O)N1[C@@H]2CN(C(=O)NC(C)C)c3ccccc3[C@@H]2[C@@H]1CO	-2[25 µM]
COc1ccc(-c2cc(C)no2)cc1S(=O)(=O)Nc1cccc(CN2CCCC2)c1	-1
CN1CCC(N(C)C(=O)/C=C/c2cn(-c3ccccc3)nc2-c2cccs2)CC1	3
CCOC(=O)N1CCN(CC(=O)N2c3ccccc3CC2C)CC1 (stereo unspecified)	-4
O=C(c1ccco1)N1CCN(C(=O)c2ccc(COc3ccc4c(c3)CCC4)o2)CC1	3
CN(C[C@@H]1[C@H](c2ccccc2)[C@H](CO)N1C(=O)c1ccccc1)C(=O)C1CC1	1[25 µM]
O=C(c1cc(-c2cccnc2)nc2ccccc12)N1CCN(S(=O)(=O)c2ccc(Cl)s2)CC1	-8
CCCOc1ccc(OC(=O)Cc2ccc(OC)c(S(=O)(=O)N3CCOCC3)c2)cc1	-7
COC(=O)Cn1cnc2c(cnn2-c2ccccc2)c1=O	-16
CC(=O)NC(c1ccccc1)c1nc(-c2cccc(C(C)C)c2)cs1 (stereo unspecified)	1
COc1cccc(NC(=O)Nc2ccc3c(c2)C(=O)N(C)C[C@@H](OC)[C@H](C)CN(CC2CC2)[C@H](C)CO3)c1	-16[25 µM]
CC1(c2ccccc2)NC(=O)N(CC(=O)N2CCN(S(=O)(=O)c3cccc([N+](=O)[O-])c3)CC2)C1=O (stereo unspecified)	-5
Nc1cc2c(cc1O)CCCC2	-5

Three structures out of the list, sorted by length of the SMILES, largest number first:
SMILES	CD40 NFkB inh
C[C@@H]1CN([C@@H](C)CO)C(=O)c2c(c3ccccc3n2C)-c2ccccc2CO[C@H]1CN(C)C(=O)c1ccc(F)cc1	-5
O=C(c1cccnc1)N1CC2(C1)[C@H](c1ccccc1)[C@H](CO)N2Cc1ccc(Cl)cc1	4[25 µM]
CC1(C(=O)OCC(=O)NCc2ccc(Cl)cc2)CC1(Cl)Cl (stereo unspecified)	6

Additional compounds follow:
SMILES	CD40 NFkB inh
C[C@@H]1CN([C@H](C)CO)C(=O)CCCn2cc(nn2)CO[C@H]1CN(C)C(=O)c1ccc2ccn(C)c2c1	5[25 µM]
COc1ccccc1N1CCN(S(C)(=O)=O)CC1	7
CCOC(=O)c1oc2cccc(OC(C)=O)c2c1C	-37
CC(=O)Nc1nnc(CCS(=O)(=O)c2ccc(C)cc2)s1	5
CCCCOCCCNC(=O)c1ccc(NC(C)=O)cc1	24
COc1ccccc1NC(=O)N1CCN(C)CC1	6
O=C(NCc1ccco1)C1CCCN1C(=O)Nc1ccc(Cl)cc1 (stereo unspecified)	7
Cc1c(C(=O)NCCCN2CCCC2=O)oc2ccccc12	-12
CCn1c(=O)n(CC)c2cc([N+](=O)[O-])ccc21	13
CC(=O)NC(c1cccc(F)c1)c1nc(-c2cnn(C)c2)cs1 (stereo unspecified)	-6
N#Cc1cccc(-c2ccc(C3[C@H]4CNC[C@@H]3N4C(=O)Nc3ccc(F)cc3)cc2)c1 (stereo partly specified)	-9&-25
CSc1nc(-c2ccco2)nn1C(=O)c1ccco1	16
CC1CCN(c2nnc(N3CCC(C)CC3)c3ccccc23)CC1	6
COCC#Cc1ccc([C@@H]2[C@@H](CO)N3CCCCN(Cc4cccnc4)C[C@@H]23)cc1	-11[25 µM]
O=C(c1cnccn1)N1CC(=O)N2[C@H](C1)[C@H](c1ccc(/C=C/c3ccccc3)cc1)[C@@H]2CO	-8[25 µM]
O=C(CN1CCN(C(=O)c2ccc(-c3nc4ccccc4s3)o2)CC1)Nc1ccc(F)cc1	-48
CSc1nc(C)cc(OCC(=O)N2CCOCC2)n1	5
C/C(=N\OCC(=O)OCC(=O)NCc1ccccc1)c1ccc2c(c1)OCO2	-10
CC(OC(=O)Cc1ccccc1[N+](=O)[O-])C(=O)NC(=O)NC1CCCCC1 (stereo unspecified)	-12
CC(C)N(Cc1nccn1C)C(=O)c1ccc(OC2CCN(C(=O)C3CC3)CC2)cc1	6
CCS(=O)(=O)Nc1ccc2c(c1)C(=O)N(C)[C@@H]1CC[C@H](CC(=O)NC3CCCCC3)O[C@@H]1CO2	-5[25 µM]
CCOC(=O)c1cc2nc(Nc3ccc(OC)cc3)sc2s1	-16
COc1ccc(-c2cc3c(=O)n(CC(=O)NCc4ccc(F)cc4)ncn3n2)cc1	-4
O=c1oc(Cc2ccccc2)nc2ccccc12	-6
COc1ccc(NC(=O)CN2CCC(NC(=O)C3CCCCC3)CC2)c([N+](=O)[O-])c1	5
CN1/C(=C/C(=O)C2CC2)C(C)(C)c2ccccc21	-1
CNC(=O)Nc1cc(C(F)(F)F)cc(C(F)(F)F)c1	1
CCNC(=O)C1(C)CCN(C(=O)c2ccc(C)c(F)c2)C1 (stereo unspecified)	0
CC(C)c1ccccc1OCC(=O)Nc1nnc(C2CC2)s1	25
CCC(CC)C(=O)NCCc1ccc(OC)cc1	8
COc1ccc(S(=O)(=O)N2CCCC2C(=O)Nc2nnc(-c3cccnc3)s2)cc1 (stereo unspecified)	-9
COCCNC(=O)c1ccc(CSc2nc3ccccc3s2)cc1	-4
COc1ccc(C(=O)Cn2c(C(C)=O)nc3ccccc32)cc1	-3
COc1ccc(NC(=O)c2cc(C3CCCCN3S(=O)(=O)Cc3ccccc3)on2)c(C)c1 (stereo unspecified)	-29
CCN(CC)CCCNC(=O)CSc1nc2c(c(C(F)(F)F)n1)CCc1ccccc1-2	2
CNC(=O)COC(=O)/C=C/c1cccc(F)c1	11
O=C(NCc1cccnc1)C(=O)Nc1cc2c3c(c1)CC(=O)N3CCC2	-15
Cc1cc(NC(=O)C(C)SCC(=O)Nc2ccccc2C(C)(C)C)no1 (stereo unspecified)	5
C[C@H]1CN([C@@H](C)CO)C(=O)CCCn2nncc2CO[C@@H]1CN(C)C(=O)Nc1ccc(N2CCN(C)CC2)cc1	1
CO[C@H]1CN(C)C(=O)c2ccc(NC(=O)Nc3ccccc3)cc2OC[C@H](C)N(C(=O)CC2CC2)C[C@@H]1C	1[25 µM]
O=C(CNS(=O)(=O)c1ccc2c(c1)OCCCO2)N1CCN(Cc2ccccc2)CC1	17
O=C(c1ccccc1)N1CC(=O)N2[C@@H](CO)[C@H](c3ccc(-c4ccccc4)cc3)[C@@H]2C1	4[25 µM]
O=C(Nc1ccc2c(c1)[C@H]1C[C@H](CC(=O)N3CCOCC3)O[C@@H](CO)[C@H]1O2)NC1CCCCC1	7
CC(=O)Nc1nc(COc2ccc3ccccc3c2)cs1	-97
N#C[C@H]1[C@@H](c2ccc(-c3cccnc3)cc2)[C@@H](CO)N1C(=O)C1CC1	2
CC(C)N1CCN(Cc2cccc(-c3ccco3)c2)CC1CCO (stereo unspecified)	9
O=C(COC(=O)c1ccccc1OCc1ccc(F)cc1)NCC1CCCO1 (stereo unspecified)	3
Clc1ccccc1CSc1cc2c(nn1)-c1ccccc1CC2	-105
CCOC(=O)c1nn(-c2ccc(F)cc2)c2c1CC/C2=C/c1ccccc1	7
CC(C)NC(=O)N1Cc2cc(C(=O)NC3CCC3)nc(-c3cccc(-c4cccnc4)c3)c2[C@H]1CCO	4
CCOC(=O)c1c(O)cc(C)[nH]c1=O	10
O=C(NCC[C@@H]1CC[C@@H](NS(=O)(=O)Cc2ccccc2)[C@H](CO)O1)C1CCCC1	5
Cc1cccc(-c2ncc(CN3CCN(C4CCCC4)C(CCO)C3)cn2)c1 (stereo unspecified)	-11
COCCn1c(CCC(=O)O)ccc1-c1cccs1	-6
COc1ccccc1-c1cn(CC[C@H]2CC[C@H](NC(=O)C3CCCC3)[C@@H](CO)O2)nn1	-8
COc1ccccc1C#Cc1ccc([C@@H]2[C@@H](C#N)N(C(=O)C3CCCCC3)[C@H]2CO)cc1	-1
C/C=C/c1ccc([C@H]2[C@@H](CN(C)S(C)(=O)=O)N(C(C)=O)[C@H]2CO)cc1	9
Cc1cnc(C(=O)OCC(=O)N2CCc3ccccc3C2)cn1	4
COc1ccc(-n2c(=O)c3ccccc3n(CC(=O)Nc3cc(C)on3)c2=O)cc1OC	-2
CCC(C(=O)O)n1c(C(F)(F)F)nc2ccccc21 (stereo unspecified)	6

Structural class: those above with an NH in an aromatic ring.
SMILES	CD40 NFkB inh
Cc1ccc(SCC(=O)OCC(=O)N(CC(C)C)c2c(N)n(Cc3ccccc3)c(=O)[nH]c2=O)cc1C	2
CCS(=O)(=O)N1CC2(CCN(Cc3cccc(OC)c3)CC2)c2c([nH]c3cc(OC)ccc23)[C@@H]1CO	4[25 µM]
CCOC(=O)c1c(O)cc(C)[nH]c1=O	10

(further entries)
SMILES	CD40 NFkB inh
COc1ccc(CNC(=O)c2cc3c(c(-c4cccc(-c5cccc(C#N)c5)c4)n2)[C@@H](CCO)N([S@](=O)C(C)(C)C)C3)cc1	0
COc1ccc(C(=O)NCC(=O)OCC(=O)c2ccccc2Br)cc1OC	-1
C[C@H](CO)N1C[C@H](C)[C@@H](CN(C)C(=O)CCC(F)(F)F)OCc2cn(nn2)CCCC1=O	-2[25 µM]
O=C(C[C@H]1C=C[C@@H](NC(=O)c2ccncc2)[C@@H](CO)O1)NCC1CC1	1[25 µM]
O=C1CCC(C(=O)Nc2cccc(S(=O)(=O)Nc3ccccc3F)c2)=NN1	14
CN(C)CCNC(=O)c1sc2cccc(F)c2c1Cl	-11
CC(=O)N1CC[C@H]2[C@H](CO)Nc3ccc(-c4ccccc4)cc3[C@H]21	10[25 µM]
CC(C)CC#Cc1ccc([C@H]2[C@H](CO)N3C(=O)CN(C(=O)c4ccccn4)C[C@@H]23)cc1	-14[25 µM]
Cc1noc(C)c1NC(=O)N(C)C[C@H]1OCc2ccccc2-c2ccccc2C(=O)N([C@H](C)CO)C[C@@H]1C	-23[25 µM]
C[C@H](CO)N1C[C@H](C)[C@H](CN(C)Cc2cccc(F)c2)OCc2ccccc2-c2ccccc2C1=O	3

5 of these compounds in a different format.
SMILES,CD40 NFkB inh
CCOC(=O)c1cc2nc(Nc3ccc(OC)cc3)sc2s1,-16
O=C(CN1CCN(C(=O)c2ccc(-c3nc4ccccc4s3)o2)CC1)Nc1ccc(F)cc1,-48
CCS(=O)(=O)N1CC2(CCN(Cc3cccc(OC)c3)CC2)c2c([nH]c3cc(OC)ccc23)[C@@H]1CO,4[25 µM]
CCOC(=O)c1c(O)cc(C)[nH]c1=O,10
CC(=O)NC(c1cccc(F)c1)c1nc(-c2cnn(C)c2)cs1 (stereo unspecified),-6

An excerpt; count on the stated rates, not on these rows.
